Fh CTSL1 inh: cathepsin L1 inhibition, PFM18AAP counter-screen; recombinant F. hepatica cathepsin L1, Z-Leu-Arg-MCA fluorescence; inhibition, % at 5.96 µM; 0.49% of 300,000 active;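 active = inhibition above the mean of all tested compounds plus 3 SD, set per screening campaign, cut at about 17% in these data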;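 note: 0% = plate median of test compound wells and 100% = 1 µM Z-Phe-Ala-diazomethylketone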
PP5 primary: PP5 (human) phosphatase inhibition; P53041; purified PP5c, OMFP substrate fluorescence; inhibition, % at 6.7 µM; 0.18% of 320,000 active; AID 1987;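 active = inhibition above the campaign's mean inhibition across all tested compounds plus 3 SD, cut at about 9.5% in these data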;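 note: 0% = DMSO only and 100% = 100 µM cantharidin control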
Target sequence (P53041 whole entry, looked up): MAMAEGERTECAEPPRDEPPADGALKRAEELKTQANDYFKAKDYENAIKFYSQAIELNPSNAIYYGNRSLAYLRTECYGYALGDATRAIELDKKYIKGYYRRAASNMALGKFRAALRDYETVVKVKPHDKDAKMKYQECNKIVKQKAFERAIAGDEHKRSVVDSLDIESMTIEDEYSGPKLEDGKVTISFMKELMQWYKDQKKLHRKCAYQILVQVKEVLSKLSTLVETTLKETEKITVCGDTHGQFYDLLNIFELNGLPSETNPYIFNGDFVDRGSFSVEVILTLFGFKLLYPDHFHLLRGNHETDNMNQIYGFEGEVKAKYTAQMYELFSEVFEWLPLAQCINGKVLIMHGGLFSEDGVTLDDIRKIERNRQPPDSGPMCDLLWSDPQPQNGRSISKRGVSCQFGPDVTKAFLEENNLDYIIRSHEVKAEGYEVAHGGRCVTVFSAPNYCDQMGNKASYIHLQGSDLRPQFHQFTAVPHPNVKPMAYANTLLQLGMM
core dimer inh: blocks dimerization of HCV core protein; TR-FRET GST/Flag-core106 dimerization, 1536-well; inhibition, % at 5 µM; 0.33% of 300,000 active; AID 1899;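 active = inhibition above the mean of all tested compounds plus 3 SD, set per screening campaign, cut at about 45% in these data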
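Assay system: GST-tagged and Flag-tagged HCV core protein residues 1-106 / Times: compound-protein-antibody incubation 4 h at 22.5 °C / Signal: time-resolved FRET, ex 340 nm, em 617 and 671 nm / Evaluation: % inhibition based on acceptor/donor emission ratio / Benchmarks: wells lacking GST-core106 and wells with excess unlabelled core106 / Repeats: singlicate, one well per compound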
ZTA DNA inh: ZTA (EBV) inhibition in EBNA-1 counter-screen; ZTA-DNA binding, fluorescence polarization; inhibition, % at 11 µM; P03206; AID 2234; 0.15% of 320,000 active; in the data active = inhibition above about 33%
Target sequence (P03206 whole entry, looked up): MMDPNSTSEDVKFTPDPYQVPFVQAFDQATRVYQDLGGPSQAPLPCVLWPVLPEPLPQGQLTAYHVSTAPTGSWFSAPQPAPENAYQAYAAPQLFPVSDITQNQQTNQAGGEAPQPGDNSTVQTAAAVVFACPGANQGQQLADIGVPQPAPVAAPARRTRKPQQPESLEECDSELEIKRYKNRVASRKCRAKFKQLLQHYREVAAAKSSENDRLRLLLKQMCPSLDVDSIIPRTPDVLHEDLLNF
CR mimetic SO: lowers age-related superoxide in aged yeast cells | S. cerevisiae aged cells, superoxide DHE fluorescence; hits give low values | superoxide response (% of plate mean), % at 10 µM | 0.18% of 330,000 active;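 active = superoxide response under a set limit, about three screen SD below normal, cut at about 65% in these data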;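 note: yeast aged for seven days with compound at 30 °C before DHE staining; 100% = average MFI of all compound-treated wells on the plate with controls excluded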
PP1 inh: PP1-alpha (human) inhibition in PP5 counter-screen | purified PP1alpha, OMFP fluorescence | P62136 | 0.9% of 320,000 active | AID 2235 | inhibition, % at 6.7 µM;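 active = inhibition above the mean inhibition of all tested compounds plus 3 SD, computed separately for each screening campaign, cut at about 15% in these data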
Target sequence (P62136 whole entry, looked up): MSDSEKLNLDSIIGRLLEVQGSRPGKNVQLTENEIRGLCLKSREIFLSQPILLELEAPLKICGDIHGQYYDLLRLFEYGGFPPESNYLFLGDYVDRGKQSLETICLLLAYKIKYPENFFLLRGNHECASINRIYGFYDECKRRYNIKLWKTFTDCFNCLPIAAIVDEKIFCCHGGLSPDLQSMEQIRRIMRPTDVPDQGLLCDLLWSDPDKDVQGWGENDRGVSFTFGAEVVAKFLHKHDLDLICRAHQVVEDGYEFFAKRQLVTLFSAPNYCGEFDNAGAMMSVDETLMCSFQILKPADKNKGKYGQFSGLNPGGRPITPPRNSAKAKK
JMJD2C inh: inhibitors of human GASC-1 (JMJD2C) demethylase. GST-JMJD2C(1-420) H3K9me3 demethylation, DELFIA europium. Q9H3R0. 0.069% of 330,000 active. inhibition, % at 2.35 µM;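 active = more than half of a compound's replicate wells show inhibition beyond 50%, single wells judged on their own value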;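 note: signal counts dimethyl H3K9 product captured on neutravidin plate; 0% = median of DMSO wells and 100% = 0.3 times that DMSO median; strong numbers were not always called active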
TPT1 inhibitor: blocks Candida albicans tRNA 2'-phosphotransferase; recombinant caTPT1, FP RNA substrate dephosphorylation; inhibition, % at 5 µM; 0.81% of 300,000 active; AID 1962;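 active = inhibition above the mean of all tested compounds plus 3 SD, set per screening campaign, cut at about 24% in these data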;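 note: plate controls were DMSO alone for no effect and ferristatin control at 100 nM for full effect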
EBNA-1 inhibitor: blocks EBNA-1 binding to DNA. EBNA-1 DNA binding, fluorescence polarization. inhibition, % at 14.8 µM. 0.34% of 300,000 active; in the data active = inhibition above about 28%
* = called active by the depositor; / = no result given.

Molecule,Fh CTSL1 inh,core dimer inh,PP5 primary,CR mimetic SO,JMJD2C inh,ZTA DNA inh,TPT1 inhibitor,PP1 inh,EBNA-1 inhibitor
COc1cccc(-c2ncc3ccccc3c2COC(=O)c2ccccc2C(=O)O)c1,/,/,-2.2,112,-9,2,/,1,/
CC(C)CCC1(C)NC(=O)N(CC(=O)c2ccc[nH]2)C1=O (configuration not stated),7,16,0.7,97,3,1,7,2,6
Cc1ccc(-c2nc3cnccn3c2Nc2ccc3c(c2)OCO3)o1,4,-42,2.4,105,7,10,1,-9,-8
Cc1cc(C)c2nc(NC(=O)c3ccco3)sc2c1,0,4,3.9,122,8,-5,-3,-6,-6
CCn1c(SCC(=O)Nc2nccs2)nnc1-c1ccncc1,-2,-6,0.0,108,6,-7,1,1,8
NS(=O)(=O)c1ccc(N2CCCC2=O)c([N+](=O)[O-])c1,2,0,2.5,85,-4,8,-4,-4,-9
O=C(c1cc2ccccc2cc1O)N1CCN(c2ccccn2)CC1,-3,6,3.2,104,-6,-6,-2,1,4
CCN1CCCC1CNC(=O)CN(C)S(=O)(=O)c1ccc(Cl)cc1 (configuration not stated),0,1,2.2,89,-1,0,1,0,-12
COc1ccc(CC2NCCC3=CC(=O)CCC32)cc1O (configuration not stated),-2,1,2.3,105,8,10,6,-2,8
Cc1ccc(NC(=O)CN(C)C(=O)CSc2nncn2C)cc1,1,-6,1.1,98,0,-1,1,3,-1

Further results follow:
Molecule,Fh CTSL1 inh,core dimer inh,PP5 primary,CR mimetic SO,JMJD2C inh,ZTA DNA inh,TPT1 inhibitor,PP1 inh,EBNA-1 inhibitor
c1ccc(NC2=Nc3ccccc3CS2)cc1,0,0,2.4,83,5,8,-1,-3,-10
CC(C)c1nnc(NC(=O)C2CCN(S(=O)(=O)c3ccc(-n4cnnn4)cc3)CC2)s1,0,-2,-0.3,104,14,3,-4,-4,2
CC(C)(C)NS(=O)(=O)c1ccc2nc(NC(=O)Cc3cccs3)sc2c1,2,12,1.6,98,1,5,7,0,-1
COc1ccc(Br)cc1C1CC(=O)N2CN(C)CSC2=C1C#N (configuration not stated),4,-1,0.7,112,-1,6,2,0,3
O=C(NCC1(N2CCCCC2)CCCCC1)c1ccc(S(=O)(=O)N2CCCC2)cc1,5,-1,-1.0,77,10,-7,-3,-2,-3
CSCC[C@H](NC(=O)OC(C)(C)C)C(=O)N1CCC(C(=O)N[C@@H](C)C(=O)NC(C)c2ccccc2)CC1 (some centres not stated),-1,-1,0.9,104,35,-5,-3,1,-8
Cc1ccc(NC(=O)C2CC2C)c(Cl)c1 (configuration not stated),-3,-4,-1.9,95,-2,-1,1,-1,-11
Cn1c(/C(C#N)=C/c2ccc(-c3ccc(S(N)(=O)=O)cc3)o2)nc2ccccc21,4,2,2.6,100,1,7,118*,-3,40*
O=C(NC1CCCCC1)C(Cc1ccccc1)N1C(=O)C2C3CCC(C3)C2C1=O (configuration not stated),-3,-2,2.4,105,2,-1,1,-5,6
O=C(c1cccc(F)c1)N1C2C=CC(C2)C1(C(F)(F)F)C(F)(F)F (configuration not stated),-5,1,0.5,95,2,-19,-7,4,-2

Further structures.
Molecule,Fh CTSL1 inh,core dimer inh,PP5 primary,CR mimetic SO,JMJD2C inh,ZTA DNA inh,TPT1 inhibitor,PP1 inh,EBNA-1 inhibitor
O=C(Cn1nnc(-c2ccccc2)n1)Nc1cccc(S(=O)(=O)N2CCOCC2)c1,-6,-2,0.8,105,3,-4,-2,-4,-7
O=C(COc1ccc(S(=O)(=O)N2CCOCC2)cc1Cl)NC1CCCCC1,0,-1,0.7,107,-5,8,-3,2,2
CCN(CCCNC(=O)c1c(C)cc(=O)oc1C)c1cccc(C)c1,8,1,1.7,73,1,3,1,0,8
Cn1c(=O)oc2cc(S(=O)(=O)Nc3cccc4c3CCCC4)ccc21,1,0,0.7,107,-11,-16,14,1,0
S=c1[nH]nc(-c2ccccn2)n1/N=C/c1ccc(Cl)c(Cl)c1,-2,2,1.8,102,4,2,0,2,2
Cc1oc2cc(O)ccc2c(=O)c1-c1cnn(-c2ccccc2)c1,1,-6,1.0,90,2,-3,1,0,8
CC(C)[C@H](NC(=O)[C@@H]1Cc2ccccc2CN1)C(=O)Nc1ccc2c(c1)OCCO2,3,6,0.9,98,4,8,-4,-1,5
COc1cc2[nH]ccc(=O)c2cc1OC,2,-21,2.3,96,10,1,3,-3,4
COc1ccc(-n2c(SCC(=O)N/N=C/c3ccccc3OCC(=O)O)nc3ccccc3c2=O)cc1,5,6,3.1,103,-2,0,1,-4,7
O=C(CCc1nc(-c2ccccc2)no1)NCCc1ccccc1,-4,-1,2.0,91,-17,-13,1,1,11

(next part)
Molecule,Fh CTSL1 inh,core dimer inh,PP5 primary,CR mimetic SO,JMJD2C inh,ZTA DNA inh,TPT1 inhibitor,PP1 inh,EBNA-1 inhibitor
Cc1cc2ccccc2c(=O)n1CC(=O)NCC(=O)N1CCCC(C)C1 (configuration not stated),0,2,2.1,100,34,1,0,1,-9
Cc1cc(C)n2c(SCc3nnc(-c4cccs4)o3)nnc2n1,-4,-2,-0.3,84,-3,-11,-1,-4,-9
COc1ccc(NC(=O)COc2ccc(C(=O)OCC(=O)N(C)C3CCS(=O)(=O)C3)cc2OC)cc1 (configuration not stated),-1,-3,1.2,105,32,6,1,-3,-10
COc1ccccc1NC(=O)Nc1nn(C)c2cccc(OC)c12,4,-8,2.5,127,4,1,-2,-4,-9
Cc1cc(CNC(=O)C2CCC(=O)N(CCc3ccc(Cl)cc3)C2)no1 (configuration not stated),2,0,-0.7,101,1,-4,0,-2,0
CCOc1ccc(S(=O)(=O)NCCc2cn3ccccc3n2)cc1,1,5,-3.1,98,-3,-7,2,0,17
CCn1c(CNC(=O)c2ccc(F)cc2)cc2ccccc21,1,0,1.6,94,3,-6,-4,1,-2
COC(=O)c1ccc(NS(=O)(=O)c2ccc(Cl)cc2)o1,4,8,0.8,113,-7,2,1,-2,9
COc1ccc(CN(C)C(=O)c2cccc(S(=O)(=O)N3CCc4ccccc43)c2)c(OC)c1,/,/,1.5,87,/,-24,/,0,/
O=C(NC1CC1)C1CCN(C2CCN(C(=O)Cc3ccc(F)cc3)CC2)CC1,4,1,0.0,110,-15,-3,0,-4,0

Four compounds out of the list above, ordered by the value under EBNA-1 inhibitor, ascending:
canonical_smiles | EBNA-1 inhibitor
Cc1cc2ccccc2c(=O)n1CC(=O)NCC(=O)N1CCCC(C)C1 (configuration not stated) | -9
CCn1c(CNC(=O)c2ccc(F)cc2)cc2ccccc21 | -2
Cc1cc(CNC(=O)C2CCC(=O)N(CCc3ccc(Cl)cc3)C2)no1 (configuration not stated) | 0
CCOc1ccc(S(=O)(=O)NCCc2cn3ccccc3n2)cc1 | 17

New compounds follow.
Molecule,Fh CTSL1 inh,core dimer inh,PP5 primary,CR mimetic SO,JMJD2C inh,ZTA DNA inh,TPT1 inhibitor,PP1 inh,EBNA-1 inhibitor
C=CCSc1nsc(NC(=O)Nc2cccc(C(C)=O)c2)n1,3,-5,-0.1,135,-3,17,0,5,16
O=C(CSc1ccc2nnc(-c3ccccc3)n2n1)N1CCCc2ccccc21,-1,3,2.3,105,-5,-12,2,2,3
O=[N+]([O-])c1cc(S(=O)(=O)Nc2ccccc2)ccc1NCc1ccccc1,-1,9,2.1,95,2,-12,-3,4,9
CCn1cc([N+](=O)[O-])c(C(=O)N2N=C(c3ccc4ccccc4c3)CC2c2ccccc2O)n1 (configuration not stated),-2,25,6.3,102,3,-9,-2,9,-1
N#Cc1cc(-c2ccccc2)cn(Cc2c(Cl)cccc2Cl)c1=O,0,1,0.1,96,-15,10,-3,-5,1
O=C(c1noc2c1CCCC2)N1CCc2ccccc2C1,-2,0,1.5,92,-15,2,1,-1,-3
CCOC(=O)N1CCC(NS(=O)(=O)c2ccc(C)cc2)CC1,5,1,-0.9,101,4,10,-5,-5,0
Cn1cc(C(=O)N/N=C/c2c(O)ccc3ccccc23)ccc1=O,1,-4,-0.8,108,1,-1,57*,27*,3
COc1ccc(CNC(=O)c2ccc[nH]2)cc1,-6,-1,-1.3,110,3,-6,-3,-1,2
Cc1ccc(C2(c3noc(CN(C)CC4CCCCO4)n3)CCCC2)cc1 (configuration not stated),0,0,0.3,107,16,1,-1,-3,0

New compounds follow
Molecule,Fh CTSL1 inh,core dimer inh,PP5 primary,CR mimetic SO,JMJD2C inh,ZTA DNA inh,TPT1 inhibitor,PP1 inh,EBNA-1 inhibitor
O=C(Cn1c2ccc(F)cc2c2nc3n(c(=O)c21)CCS3)Nc1ccccc1F,2,2,0.4,110,11,-3,1,4,-8
CCCCCC1CC(CC(=O)Nc2nncs2)C(=O)O1 (configuration not stated),0,-1,-0.2,102,7,3,1,-1,-5
O=C(CSc1nc2ccccc2o1)N/N=C/c1ccccc1C(=O)O,-1,-1,0.0,96,3,-2,1,-5,1
Cc1cccc(OCCC(=O)NCC(c2ccco2)N2CCCCC2)c1 (configuration not stated),0,-4,2.0,80,-6,-12,-1,-2,3
Cn1c(=NC(=O)c2ccccc2[N+](=O)[O-])sc2cc(S(C)(=O)=O)ccc21,1,4,0.8,105,2,1,-1,-3,-1
CCn1c(SCC(=O)c2ccc(Br)cc2)nnc1C(C)NC(=O)Cc1ccc(OC)cc1 (configuration not stated),2,-11,-1.6,80,-5,6,0,2,8
Cc1ccc(-c2cc(C(=O)N/N=C/c3ccc(Cl)cc3)n[nH]2)o1,5,-11,2.5,112,7,-17,2,0,0
Cc1ccccc1NC1=C(Cl)C(=O)OC1OC(=O)c1ccco1 (configuration not stated),3,-4,0.4,100,17,12,0,-3,3
CC(=O)c1c(C)[nH]c(C(=O)N2CCCC(C)C2)c1C (configuration not stated),-1,-2,0.5,103,8,-4,-6,-1,2
CC(=O)Nc1ccc2c(c1)nc1n2CCOC1,1,2,3.8,107,-2,-6,6,-3,7

(more compounds)
Molecule,Fh CTSL1 inh,core dimer inh,PP5 primary,CR mimetic SO,JMJD2C inh,ZTA DNA inh,TPT1 inhibitor,PP1 inh,EBNA-1 inhibitor
CC1CCCCN1C(=O)CNCc1ccc(F)cc1 (configuration not stated),1,1,1.9,94,-7,-1,-6,-3,-3
COC(=O)Cn1nnc(N2CCOCC2)n1,5,0,0.6,110,3,3,0,-3,-6
CN(CC(=O)Nc1cccc(F)c1)C(=O)C1CSC2(C)CCC(=O)N12 (configuration not stated),-5,6,-3.4,100,-8,1,1,-3,1
Nc1cccc2c3c(oc12)CCCC3,2,9,1.1,96,7,16,-3,2,8
COc1ccc(C(=O)NC(C)c2ccncc2)cc1S(=O)(=O)N(C)Cc1ccccc1 (configuration not stated),/,/,0.6,100,2,3,/,-1,/
COc1ccc(-c2ccnc3ncnn23)cc1,4,2,1.4,96,3,-22,-4,-2,6
COC(=O)/C(=C\C=C\c1ccccc1)NC(=O)c1ccccc1,4,-4,0.0,100,7,-9,1,-1,8
O=C1NC(=S)S/C1=C\c1ccc(SCc2ccccc2)o1,2,2,1.5,127,1,15,47*,8,-8
Cc1csc(NC(=O)CSc2nncn2C)n1,0,-3,2.6,111,-9,-4,-4,-4,-14
CCN(CCn1cccn1)Cc1cn[nH]c1-c1ccc(OC)cc1F,0,3,0.5,99,-7,7,2,-2,10
CCc1noc(C)c1C(=O)OC(C)C(=O)NCc1ccc(OC)cc1 (configuration not stated),/,/,-0.5,93,-2,-5,/,1,/
Cc1ccc(C(=O)COC(=O)CSc2cccc3cccnc23)c(C)c1,-1,12,3.3,96,-4,-11,-1,2,0
O=C(O)/C=C\C(=O)Nc1ccccc1C(=O)NCc1ccccc1,10,3,-0.5,83,-31,5,1,2,6

Just PP1 inh and PP5 primary (2 entries from above):
molecule | PP1 inh | PP5 primary
O=C1NC(=S)S/C1=C\c1ccc(SCc2ccccc2)o1 | 8 | 1.5
CC1CCCCN1C(=O)CNCc1ccc(F)cc1 (configuration not stated) | -3 | 1.9
